High-throughput results from PubChem.
PHOSPHO1 block – blocks human PHOSPHO1 phosphatase activity; inhibition, % at 13.3 µM; AID 1565; 290,000 tested, 1.1% active; Q8TCT1; recombinant PHOSPHO1, absorbance phosphatase assay; in the data active means inhibition above about 60%
Target sequence (Q8TCT1 whole entry, looked up): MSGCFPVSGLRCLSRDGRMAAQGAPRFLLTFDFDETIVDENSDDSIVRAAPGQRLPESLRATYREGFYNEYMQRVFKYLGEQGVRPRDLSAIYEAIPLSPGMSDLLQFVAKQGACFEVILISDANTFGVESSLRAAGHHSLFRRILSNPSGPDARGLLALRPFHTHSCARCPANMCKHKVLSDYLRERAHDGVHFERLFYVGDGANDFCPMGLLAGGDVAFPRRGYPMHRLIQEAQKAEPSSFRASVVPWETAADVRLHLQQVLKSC
MEKK3 PB1 HTS – raises or lowers MEK5 binding to the human MEKK3 PB1 domain; Q99759; bead-based flow cytometry, Alexa488-MEK5 binding to MEKK3; actives lie on both sides; 0 = blocked by unlabeled MEK5, 100 = vehicle; binding response (% of control), % at 10 µM; 290,000 tested, 1.4% active;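 active means binding response more than 3 SD above or below the average of its plate-row segment, actives on both sides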;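 further: Alexa488 bead fluorescence after subtracting the streptavidin-only scavenger bead signal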
NALP1 inh – NALP1 inhibition; AID 2071; inhibition, % at 10 µM; S. cerevisiae NALP1/ASC/caspase-1 growth, X-gal OD620, 72 h; 280,000 tested, 0.61% active; in the data active means inhibition mostly above about 24%, no sharp cut-off; inactive means mostly below about 32%; further: some compounds called inactive have numbers as strong as hits
MEKK2mut PB1 HTS – signal of MEK5 binding to mutant human MEKK2 PB1 domain | bead flow cytometry, Alexa488-MEK5 binding to MEKK2 mutant | 290,000 tested, 0.35% active | percent response, % at 10 µM; in the data active means percent response above about 24%, passing the limit was not always enough; further: inactives centre near 1; some results filed as inactive read as strong as hits; reference of the scale not given here
GPR7 antagonist – human neuropeptides B/W receptor 1 antagonism | inhibition, % at 4.4 µM | 290,000 tested, 1.1% active | GPR7-expressing cells, fluorescence antagonist assay | P48145; in the data active means inhibition above about 16%, passing the limit was not always enough;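 further: cells stimulated with the agonist NPW; 0% = agonist with vehicle and 100% = vehicle without agonist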
Target sequence (P48145 whole entry, looked up): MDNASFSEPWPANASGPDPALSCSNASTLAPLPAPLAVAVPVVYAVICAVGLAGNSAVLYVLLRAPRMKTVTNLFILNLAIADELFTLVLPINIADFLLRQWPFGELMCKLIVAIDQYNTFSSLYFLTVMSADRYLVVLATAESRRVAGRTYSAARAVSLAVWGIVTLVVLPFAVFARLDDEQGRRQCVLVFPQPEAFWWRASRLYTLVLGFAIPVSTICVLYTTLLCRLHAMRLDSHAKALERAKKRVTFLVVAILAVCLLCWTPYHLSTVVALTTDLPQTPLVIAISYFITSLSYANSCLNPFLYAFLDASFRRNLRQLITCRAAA
MEKK2 WT-MEK5 – raises or lowers MEK5 binding to wildtype human MEKK2 PB1 domain; Q9Y2U5; binding response (% of control), % at 10 µM; bead flow cytometry, Alexa488-MEK5 binding to MEKK2 WT; actives lie on both sides; AID 1531; 290,000 tested, 1.1% active; in the data active means binding response below about 67% or above about 130%
OXTR agonist – activates the human oxytocin receptor | P30559 | activation, % at 3 µM | CHO-OTR cells, Fluo-8 calcium fluorescence; normalized: DMSO 0%, oxytocin 100% | 320,000 tested, 0.32% active;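 active means activation above the mean of all tested compounds plus 3 SD, cutoff set per screening run, cut at about 20% in these data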;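 further: peak over basal fluorescence ratio from a 100 s FLIPR kinetic read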
Target sequence (P30559 whole entry, looked up): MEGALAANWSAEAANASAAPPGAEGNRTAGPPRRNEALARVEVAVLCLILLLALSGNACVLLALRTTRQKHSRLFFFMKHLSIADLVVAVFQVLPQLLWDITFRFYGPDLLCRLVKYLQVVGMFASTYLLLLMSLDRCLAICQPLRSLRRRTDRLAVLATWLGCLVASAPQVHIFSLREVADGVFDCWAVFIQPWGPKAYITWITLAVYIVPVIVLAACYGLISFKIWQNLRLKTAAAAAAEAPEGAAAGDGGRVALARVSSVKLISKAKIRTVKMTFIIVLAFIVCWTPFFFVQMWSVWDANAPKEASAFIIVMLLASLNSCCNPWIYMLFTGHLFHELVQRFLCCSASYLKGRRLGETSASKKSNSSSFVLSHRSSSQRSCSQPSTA
FID counter – counter-screen for HCV NS3 helicase inhibitors: DNA intercalator displacement | DNA fluorescent intercalator displacement, fluorescence | 290,000 tested, 0.17% active | AID 1845 | inhibition, % at 7.9 µM; in the data active means inhibition above about 37%;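 further: 0% = vehicle and 100% = reference compound; higher means more ethidium bromide displaced from hairpin DNA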
M18AAP inhibitor – blocks P. falciparum M18 aspartyl aminopeptidase; AID 1822; inhibition, % at 7.35 µM; recombinant PfM18AAP, H-Glu-NHMec fluorogenic cleavage; 290,000 tested, 1.2% active;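 active means inhibition above the campaign mean inhibition over all tested compounds plus 3 SD, cut at about 28% in these data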;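 further: 0% = plate median of test compound wells and 100% = 2 mM ZnCl2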
Active calls of the source: *; x = no result given; [ ] = remark or other dose. Hits appear at their usual frequency; about 6.2% have a hit in one of these screens.

SMILES	PHOSPHO1 block	MEKK3 PB1 HTS	NALP1 inh	MEKK2mut PB1 HTS	GPR7 antagonist	MEKK2 WT-MEK5	OXTR agonist	FID counter	M18AAP inhibitor
O=C(O)c1ccc(NC(=O)c2cccc(C(=O)Nc3ccc(C(=O)O)cc3)n2)cc1	36	103	-3	11	-22	107	0.0	-17	1
CCC12CN3CCN(CC(C3)/C1=N\NC(=O)c1ccc(Cl)cc1)C2	-30	100	24	4	-13	101	-0.3	-5	8
O=C(c1ccco1)N1CCN(S(=O)(=O)c2ccc(Cl)cc2)CC1	3	103	16	3	-2	110	2.2	-9	-7
COC(=O)c1cc(OC)c(OC)cc1NC(=S)NC(=O)c1ccco1	29	110	-22	3	-7	112	-0.8	-24	5
CCOc1ccc(C2C3=C(Nc4nc(N)[nH]c(=O)c42)c2ccccc2C3=O)cc1 (stereo unspecified)	-11	98	28	8	-7	103	-2.4	-6	-3
COC(=O)c1cc2c(C)[nH]c(C)c2cc(C(=O)OC)c1=O	9	99	12	4	-6	98	-1.1	-4	9
CC(C(=O)OCC(=O)c1ccccc1)N1C(=O)c2ccccc2C1=O (stereo unspecified)	-3	98	20	2	-9	98	8.2	-7	2
Cc1ccc(-n2nc(C(=O)NCc3ccco3)c3c4ccccc4n(C)c3c2=O)cc1	-3	x	9	x	-5	x	0.8	-12	-2
Cc1cccc(C)c1OCC(=O)N(Cc1ccc(N(C)C)cc1)C1CCS(=O)(=O)C1 (stereo unspecified)	25	96	8	-2	-13	101	-2.0	-39	2
COc1ccccc1-n1cnc2cc(C(=O)N3CCOCC3)ccc21	41	103	16	4	-8	109	0.8	-15	-12
CON1C(=O)CN(C(C)=O)C1c1ccc(Cl)cc1Cl (stereo unspecified)	-6	92	2	-1	3	94	x	-1	-19
Brc1cc2c(cc1Cn1c(-c3cncs3)nc3ccccc31)OCO2	3	104	x	1	-4	103	3.0	1	5
O=C(Nc1ccccc1C(=O)O)c1cccc(S(=O)(=O)Nc2ccc(Br)cc2)c1	26	109	12	10	-14	107	-0.9	12	-4
O=c1[nH]c2cc3c(cc2cc1C(c1nnnn1C1CCCC1)N1CCSCC1)OCCO3 (stereo unspecified)	13	x	2	x	-7	x	0.0	-6	0
CC(C)(C)c1ccc(S(=O)(=O)Nc2ccc3c(c2)COC3=O)cc1	32	101	-5	0	-6	104	5.2	-12	-5
CCOC(=O)C1CCCN(c2nc3c(C)cccn3c(=O)c2/C=C(\C#N)C(=O)NCc2ccco2)C1 (stereo unspecified)	-4	104	9	-1	-2	100	-2.5	-35	1
Cc1ncc(CO)c(/C=N/NC(=S)Nc2ccc(C(C)C)cc2)c1O	-5	105	x	6	-10	97	-0.4	-9	6
C=CCN1C(=O)C(Cc2cccc(C)c2)SC1=Nc1ccc(C(=O)O)cc1 (stereo unspecified)	-4	104	36	5	-6	103	3.8	-37	2
COc1cc(NC(=O)c2nccn2C)cc(C(=O)Nc2cccc(C(F)(F)F)c2)c1	48	85	x	1	x	76	-0.4	x	x
CS(=O)(=O)c1ccc(C(=O)OCC(=O)NC(=O)C2CCCCC2)cc1[N+](=O)[O-]	11	99	2	1	-2	97	2.4	3	9
CCOC(=O)c1c(C)nc2c(c1-c1ccc(OC)c(OC)c1)C(=O)c1ccccc1-2	10	106	10	5	0	99	-0.7	1	-1
Cc1ccc(NC(=O)NCCN2CCCCC2)cc1Cl	x	106	x	4	-9	117	4.2	9	0
COc1ccc(C(=O)NC(=S)Nc2ccc3oc(=O)ccc3c2)cc1OC	4	89	35	-2	-3	92	-2.0	-8	-4
Cn1c(-c2ccccc2)c[n+]2c1CCCCC2	28	101	9	-12	-7	88	0.5	-3	-5
CCN(CC)CCSc1nc(O)c(C(C)C)c(=O)[nH]1	23	105	12	6	-6	105	2.0	6	-6
CCCCN(C)C(=O)c1nc2ccccn2c1CN1CCN(c2cnccn2)CC1	31	101	13	2	4	103	-0.3	-21	0
COc1cc(/C=C2/C(=O)NN(c3ccc(Cl)c(Cl)c3)C2=O)cc([N+](=O)[O-])c1O	22	96	4	0	-10	93	-0.9	24	14
Cc1cccc(OCCNC(=O)c2cncc(Br)c2)c1	6	99	14	-1	6	97	-0.7	-6	-10
CN(Cc1ccc(OCC(O)CN(C)Cc2ccccc2)cc1)Cc1nccn1C (stereo unspecified)	41	98	x	1	8	108	1.6	22	19
C#CCN1C(=O)C(O)(CC(=O)c2cccc(OC)c2)c2ccccc21 (stereo unspecified)	10	1.0*[inhibitor]	x	-18	-12	1.0*[inhibitor]	-0.9	-7	-4
Cc1ccc(-c2csc(NC(=O)c3cnccn3)n2)cc1C	43	97	-12	-4	-8	92	0.6	-3	0
Cc1ccc(NC(=S)NNC(=O)c2nn(C)c(C)c2Cl)cc1	8	x	-10	x	10	x	-0.7	-8	7
Cc1ccc(CN=c2c([N+](=O)[O-])nn(-c3cccc(Cl)c3)n2O)cc1	48	97	0	-4	-2	97	-0.6	3	5
CCN(CC)S(=O)(=O)c1cccc(C(=O)NCC2CCCCC2)c1	32	100	5	1	-5	96	3.3	-30	4
COCCN1C(=S)N[C@@H](c2cccc(F)c2)C(C(=O)OC)=C1C	-13	104	23	37*	14	147*	3.9	15	0
CC(C)CC1c2[nH]c3ccccc3c2CCN1C(=O)C1CCOCC1 (stereo unspecified)	26	104	-5	3	-4	104	0.1	-21	0
O=C(NCCO)C(=O)NCC1OCCCN1S(=O)(=O)c1ccc2c(c1)OCCO2 (stereo unspecified)	46	107	3	9	-11	110	0.0	-5	6
COc1cc(C=Nc2cccc([N+](=O)[O-])c2C)ccc1OC(C)=O	-9	99	-9	-2	-8	98	0.0	-2	20
Cc1cccc(OCC(=O)NC2CCCc3ccccc32)c1C (stereo unspecified)	-11	103	23	0	-8	103	-1.6	-30	-1
NC(=O)c1ccc(NC(=O)CN2CCN(c3ccccc3)CC2)cc1	30	97	24	0	4	94	2.1	-4	0

Single records, from the list above. Order of values: PHOSPHO1 block	MEKK3 PB1 HTS	NALP1 inh	MEKK2mut PB1 HTS	GPR7 antagonist	MEKK2 WT-MEK5	OXTR agonist	FID counter	M18AAP inhibitor
CCOC(=O)c1c(C)nc2c(c1-c1ccc(OC)c(OC)c1)C(=O)c1ccccc1-2 is listed as 10	106	10	5	0	99	-0.7	1	-1
COc1cc(C=Nc2cccc([N+](=O)[O-])c2C)ccc1OC(C)=O is listed as -9	99	-9	-2	-8	98	0.0	-2	20
COCCN1C(=S)N[C@@H](c2cccc(F)c2)C(C(=O)OC)=C1C is listed as -13	104	23	37*	14	147*	3.9	15	0
Cn1c(-c2ccccc2)c[n+]2c1CCCCC2 is listed as 28	101	9	-12	-7	88	0.5	-3	-5
COc1ccc(C(=O)NC(=S)Nc2ccc3oc(=O)ccc3c2)cc1OC is listed as 4	89	35	-2	-3	92	-2.0	-8	-4

Later entries:
SMILES	PHOSPHO1 block	MEKK3 PB1 HTS	NALP1 inh	MEKK2mut PB1 HTS	GPR7 antagonist	MEKK2 WT-MEK5	OXTR agonist	FID counter	M18AAP inhibitor
O=Cc1cccn1-c1cccnc1	5	102	2	-2	-2	96	1.0	-1	2
O=c1ccn(-c2cccc(C(F)(F)F)c2)nc1-c1ccn(-c2ccccc2)n1	3	100	25	4	-8	98	-1.5	-26	-9
COCCN(Cc1ccccc1)C(=S)Nc1ccc(OC(F)F)cc1	1	100	x	-2	-1	97	-2.1	-2	-20
Cc1ccc(-n2c(C)n[nH]c2=S)cc1C	-14	94	8	2	-9	112	0.3	-7	25
COc1ccc(N2C(=O)C3CCCN3C2c2ccc(C)o2)cc1Cl (stereo unspecified)	18	78	-5	-6	-12	81	0.5	-2	-1
COc1ccc(C(=O)N2CCC(C(=O)N3CCN(Cc4ccccc4)CC3)CC2)cc1	18	97	6	2	-9	100	1.3	-27	-9
COc1cccc(OCc2nnc(SCc3cc(=O)[nH]c4ccccc34)o2)c1	5	103	8	-8	2	90	-0.8	-25	0
CN(C)CCNC=C(C(=O)Nc1ccc(Cl)cc1Cl)C(=O)Nc1ccc(Cl)cc1Cl	2	97	80*	9	-14	125	1.1	-7	2
CCn1c(C)cs/c1=N\C(=S)Nc1ccccc1C	-17	109	21	-1	-8	99	-1.8	-6	3
Cc1ccc(NC(=O)CCc2nnc3ccc(N4CCC(C)CC4)nn23)nc1	-4	100	8	0	-2	104	-2.1	-51	1
Cc1cc([N+](=O)[O-])ccc1NC(=O)c1cncc(Br)c1	16	96	25	-2	-8	87	0.1	2	-2
CCCOc1ccc(C(=O)NNC(=S)NC(=O)c2ccco2)cc1	-65	99	0	-1	14	99	95*	-17	-5
COc1ccc(C(NC(=O)C(C)C)c2c(O)ccc3ccccc23)cc1 (stereo unspecified)	-10	94	-5	-6	-6	90	0.3	-13	2
COc1ccc(C2C(CC(=O)O)=C(Nc3ccccc3)C(=O)N2c2ccccc2)cc1 (stereo unspecified)	-16	100	1	-5	-11	97	-0.4	-37	0
CC1=C(C(=O)Nc2cccc(F)c2)C(c2ccsc2)C2=C(CC(C)(C)CC2=O)N1 (stereo unspecified)	-9	99	4	3	15	103	-2.0	-18	-1
CCCC(C(=O)NCC1CCCO1)N(Cc1ccco1)C(=O)CNS(=O)(=O)c1ccccc1 (stereo unspecified)	-10	103	9	-1	11	101	0.2	-31	0
COc1ccc(NC(=O)c2ccc[n+]([O-])c2)cc1	18	106	2	7	-13	108	-0.1	1	-4
O=C(OCc1nc2ccccc2s1)c1cnccn1	-1	107	12	13	-2	107	-0.5	-3	9
Cn1c(N)c(C(=O)COC(=O)c2cnc(Cl)c(Cl)c2)c(=O)n(C)c1=O	20	99	8	-7	-10	91	2.9	-3	0
O=C(CCn1nnc2ccccc21)Nc1nnc(COc2ccccc2F)s1	-42	97	-4	-2	-1	99	1.6	-17	6
CN(C)C(CNC(=O)CNC(=O)c1ccc(Br)cc1)c1ccccc1 (stereo unspecified)	-3	101	6	8	-3	108	1.4	2	-2
Cc1[nH]n(C(N)=S)c(=O)c1N=Nc1ccc(S(=O)(=O)N2CCCC2)cc1	-2	85	-10	-4	0	100	1.2	-6	10
COc1ccc(-n2c(O)c(C=NC3CC3)c(=O)[nH]c2=O)cc1	-6	98	23	-5	2	98	1.5	1	3
CC(Oc1ccccc1)C(=O)N(CCC1=CCCCC1)c1c(N)n(Cc2ccccc2)c(=O)[nH]c1=O (stereo unspecified)	-17	103	6	2	21	105	-0.4	-43	3
Cc1cc2oc(=O)sc2cc1NS(=O)(=O)c1ccccc1	31	101	14	4	3	101	0.3	-4	36*
O=C(CCCCC(=O)NCCCc1ccccc1)NCCCc1ccccc1	x	107	28	4	-5	105	-1.7	-38	-9
CC(=O)c1cccn1S(=O)(=O)c1ccccc1	31	103	13	9	-1	103	-0.7	-2	6
O=C(NNC(=O)C12CC3CC(CC(C3)C1)C2)c1ccncc1	31	103	14	-2	-16	97	1.3	5	-13
COC(=O)C1CCN(C(=O)c2ccc3nc(-c4cccc(OC)c4)oc3c2)CC1	8	101	13	-1	14	104	0.3	-30	3
CC(C)Cn1c(=O)c2sccc2n2c(CCCC(=O)NC3CCN(Cc4ccccc4)CC3)nnc12	43	104	3	3	-22	115	-1.8	0	5
CCOC(=O)N1CCN(CC(=O)N2CCC(C(N)=O)CC2)CC1	-26	91	6	-1	-2	95	-0.2	-1	6
COC(=O)Cc1c(OC)ccn(CCc2c[nH]c3ccccc23)c1=O	7	108	1	-2	-5	100	1.3	-11	-7
CCC(C(=O)N1CCN(S(C)(=O)=O)CC1)c1ccccc1 (stereo unspecified)	0	112	-4	14	-9	114	0.1	-2	-2
COC(=O)c1ccc(CSc2ccc3nnc(-c4ccc(F)cc4)n3n2)o1	-5	102	-7	-7	-13	96	-1.8	-16	-2
Cc1ccccc1C(=O)N1CCC(C(=O)NCc2ccc(Cl)cc2)CC1	18	103	8	-3	-10	105	1.7	-48	-15
